Pf Dd2 inh: P. falciparum Dd2 growth inhibitors, primary screen, SYBR Green fluorescence, single dose replicates; 72 h; stronger effect = lower value; activity change, % at 10 µM; 94,000 tested, 2.3% active; AID 1159554, 2015; in the data active = activity change below about -80%; inconclusive = no clear call, values can overlap the other calls
C diff growth: C. difficile growth inhibitors, primary screen, HTS; Clostridium difficile clinical isolate growth, OD600, 24 h; stronger effect = lower value; growth activity, negative = inhibition, % at 16 µg/mL (by protocol); 86,000 tested, 0.25% active;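 active = mean growth activity at or below -80% and every replicate also at or below -80%; inconclusive = mean at or below -80% but some replicate above -80%; inactive = mean growth activity above -80%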;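 note: 0% = DMSO wells and -100% = levofloxacin 16 µg/mL wells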
GASC1 inh: inhibitors of GASC-1 (KDM4C) histone demethylase, primary screen, biochemical, single concentration HTS; Lysine-specific demethylase 4C (Homo sapiens), Q9H3R0; GST-KDM4C 2-372, H3K9me3 peptide, LANCE TR-FRET; inhibition, % at 12.5 µM; 96,000 tested, 0.15% active; AID 720574, 2013;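 active = mean replicate inhibition above about 25%, with at least 55% of replicates also reaching it, limit read from the data, passing the limit was not always enough; inconclusive = only one of those two conditions met; inactive = neither condition met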
Target sequence (Q9H3R0 2-372 limits assumed): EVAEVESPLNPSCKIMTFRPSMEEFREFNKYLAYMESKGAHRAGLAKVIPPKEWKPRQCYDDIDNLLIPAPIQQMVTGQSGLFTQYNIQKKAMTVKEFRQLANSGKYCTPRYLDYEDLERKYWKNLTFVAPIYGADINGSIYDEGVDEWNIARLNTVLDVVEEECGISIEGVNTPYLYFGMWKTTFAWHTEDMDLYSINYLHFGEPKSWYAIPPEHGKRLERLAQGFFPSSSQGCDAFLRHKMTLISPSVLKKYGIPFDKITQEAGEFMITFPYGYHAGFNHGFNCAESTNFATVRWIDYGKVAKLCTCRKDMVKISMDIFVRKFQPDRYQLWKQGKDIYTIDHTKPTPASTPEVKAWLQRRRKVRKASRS
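Compound: one test concentration per compound; Material: GST-GASC-1 enzyme fragment 2-372; Amount: GASC-1 enzyme at 10 nM final in reaction; Also added: H3K9me3 peptide substrate, Fe(II), 2-oxoglutarate; Technique: LANCE TR-FRET; Times: 30 min demethylation and 1 h detection at room temperature.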
Tcruzi prolif: T. cruzi intracellular proliferation inhibitors, primary screen, cell-based, beta-gal Tulahuen parasites, NIH3T3 host, luminescence; T. cruzi beta-gal in NIH3T3, GalScreen luminescence, 90 h; inhibition, % at 8.34 µM; 77,000 tested, 5.9% active; AID 624255, 2012;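 active = mean inhibition above about 93%, with at least 55% of replicates each passing it, limit read from the data, passing the limit was not always enough; inconclusive = only one of those two conditions holds; inactive = neither condition holds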
Starred values were filed as active, the others as inactive; ? = inconclusive; · = not tested or not shown; & = joins results of further samples; ! = not confirmed by another sample.

SMILES | Pf Dd2 inh | C diff growth | GASC1 inh | Tcruzi prolif
COc1cccc(S(=O)(=O)N2CC[C@H]3[C@@H](CO)N(C)c4ccc(C#Cc5ccc(F)cc5)cc4[C@H]32)c1 | -34 | -99* | -2.9 | 35
C[C@H]1CN([C@@H](C)CO)C(=O)c2cc(C3=CCCCC3)cnc2O[C@@H]1CN(C)C(=O)Nc1ccc(F)cc1 | -38 | -1 | 9.2 | 49
C[C@H](CO)N1C[C@H](C)[C@H](CN(C)C(=O)Nc2ccc(F)cc2)Oc2c(NS(=O)(=O)c3ccccc3)cccc2C1=O | -23 | 2 | -0.4 | 26
C[C@@H]1CN([C@@H](C)CO)S(=O)(=O)c2ccc(-c3ccc(F)cc3)cc2O[C@@H]1CN(C)S(C)(=O)=O | 9 | -1 | -0.8 | ·
C[C@@H]1CN([C@@H](C)CO)C(=O)c2cc(NS(=O)(=O)c3cn(C)cn3)ccc2O[C@@H](C)CCCCO[C@H]1CN(C)C(=O)Nc1ccc2c(c1)OCO2 | 22 | 4 | 0.7 | 15
C[C@H]1CN([C@@H](C)CO)C(=O)c2cccc(N(C)C)c2O[C@@H]1CN(C)Cc1ccccc1 | 6 | -12 | 0.2 | -4
C[C@H]1CN([C@@H](C)CO)C(=O)c2cc(N(C)C)ccc2O[C@@H]1CN(C)Cc1ccc(-c2ccccc2)cc1 | -7 | -16 | 3.3 | 103
C[C@@H]1CN([C@H](C)CO)C(=O)c2cc(NS(=O)(=O)c3cccs3)ccc2O[C@@H](C)CCCCO[C@H]1CN(C)Cc1ccncc1 | -9 | 3 | 1.0 | 36
O=C(C[C@@H]1CC[C@@H](NC(=O)c2ccncc2)[C@H](CO)O1)NCc1ccncn1 | -33 | -1 | -1.5 | ·
C[C@H](NC(=O)C[C@H]1CC[C@@H]2[C@@H](COc3ccc(NC(=O)C4CCOCC4)cc3C(=O)N2C)O1)c1ccccc1 | 4 | -2 | -2.7 | 31
C[C@@H]1CN([C@H](C)CO)C(=O)c2cc(NC(=O)c3ccncc3)ccc2O[C@@H]1CN(C)CC1CCCCC1 | 5 | 2 | -0.3 | -15
C[C@@H]1CN([C@H](C)CO)C(=O)c2cccc(NC(=O)Nc3ccccc3)c2O[C@H]1CN(C)C(=O)Nc1ccc2c(c1)OCO2 | -47 | -7 | -1.0 | 29
C[C@@H]1CN([C@@H](C)CO)C(=O)Cc2cc(NS(=O)(=O)c3ccc(Cl)cc3)ccc2O[C@H]1CN(C)S(C)(=O)=O | -1 | -4 | -1.6 | 24
C[C@H](NC(=O)C[C@H]1C=C[C@H](NC(=O)c2cccnc2)[C@H](CO)O1)c1ccccc1 | 11 | -3 | -0.1 | 14
COc1ccc(S(=O)(=O)N2CCC3(CC2)CN(C(=O)CN(C)C)[C@@H](CO)c2c3c3ccc(OC)cc3n2C)cc1 | -88* | -4 | 0.4 | ·
CS(=O)(=O)N1CC(=O)N2[C@H](CO)[C@@H](c3ccc(C#CCc4ccccc4)cc3)[C@H]2C1 | -25 | -4 | 12 | ·
COC(=O)C[C@H]1CC[C@@H]2[C@H](COc3ccc(NC(=O)c4cccs4)cc3C(=O)N2C)O1 | -2 | -2 | -1.2 | -1
C[C@H]1CN([C@@H](C)CO)C(=O)Cc2cc(NC(=O)Nc3ccccc3)ccc2O[C@@H]1CN(C)C | 7 | 5 | -0.9 | 66
CC(C)CC#Cc1ccc([C@@H]2[C@@H](CO)N3CCCCN(S(=O)(=O)Cc4ccccc4)C[C@@H]23)cc1 | -83* | -4 | 0.7 | 80
C[C@H](CO)N1C[C@H](C)[C@H](CN(C)Cc2ccc(Oc3ccccc3)cc2)Oc2cc(Br)ccc2S1(=O)=O | -31 | 4 | -1.6 | ·

Among those listed so far, these have fluorine.
SMILES | Pf Dd2 inh | C diff growth | GASC1 inh | Tcruzi prolif
COc1cccc(S(=O)(=O)N2CC[C@H]3[C@@H](CO)N(C)c4ccc(C#Cc5ccc(F)cc5)cc4[C@H]32)c1 | -34 | -99* | -2.9 | 35
C[C@H]1CN([C@@H](C)CO)C(=O)c2cc(C3=CCCCC3)cnc2O[C@@H]1CN(C)C(=O)Nc1ccc(F)cc1 | -38 | -1 | 9.2 | 49
C[C@H](CO)N1C[C@H](C)[C@H](CN(C)C(=O)Nc2ccc(F)cc2)Oc2c(NS(=O)(=O)c3ccccc3)cccc2C1=O | -23 | 2 | -0.4 | 26
C[C@@H]1CN([C@@H](C)CO)S(=O)(=O)c2ccc(-c3ccc(F)cc3)cc2O[C@@H]1CN(C)S(C)(=O)=O | 9 | -1 | -0.8 | ·

Remaining list, next part.
SMILES | Pf Dd2 inh | C diff growth | GASC1 inh | Tcruzi prolif
CC(C)C#Cc1ccc2c(c1)O[C@H](CN(C)C(=O)c1ccccc1)[C@@H](C)CN([C@@H](C)CO)S2(=O)=O | -61 | 29 | -1.0 | 85
C[C@@H]1CCCCO[C@H](CN(C)C(=O)c2ccncc2)[C@@H](C)CN([C@@H](C)CO)C(=O)c2cc(NS(C)(=O)=O)ccc2O1 | 33 | 1 | 0.3 | 28
Cc1noc(C)c1S(=O)(=O)Nc1ccc2c(c1)C(=O)N([C@H](C)CO)C[C@@H](C)[C@@H](CN(C)S(=O)(=O)c1cn(C)cn1)OCCCC[C@H](C)O2 | 3 | 10 | 0.0 | 13
COc1ccccc1C#Cc1ccc2c(c1)[C@@H]1[C@@H](CCN1C(=O)Cc1ccccc1)[C@@H](CO)N2 | -35 | 6 | 2.2 | 78
COc1ccc(S(=O)(=O)Nc2ccc3c(c2)C(=O)N([C@H](C)CO)C[C@@H](C)[C@H](CN(C)C)OCCCC[C@H](C)O3)cc1 | 7 | -3 | 1.1 | -10
CO[C@H]1CN(C)C(=O)c2ccc(NS(C)(=O)=O)cc2OC[C@H](C)N(C(=O)C2CCC2)C[C@@H]1C | · | · | 0.5 | 46
Cc1ccc(S(=O)(=O)Nc2ccc3c(c2)C(=O)N([C@H](C)CO)C[C@H](C)[C@H](CN(C)S(=O)(=O)c2ccc(Cl)cc2)O3)cc1 | -32 | 1 | -1.2 | ·
COc1cc(CN2[C@@H]3CNC[C@H]2C3c2ccc(/C=C/c3ccccc3)cc2)cc(OC)c1 (stereo partly specified) | -33&-20 | -93*! | -1.8&1.0 | ·
C[C@@H]1CN([C@@H](C)CO)C(=O)c2cc(NC(=O)Nc3ccc(F)cc3)ccc2O[C@H]1CN(C)S(=O)(=O)c1ccc(Cl)cc1 | -6 | 2 | 7.8 | 1
O=C(C[C@H]1CC[C@@H]2[C@H](COC[C@H](O)CN2Cc2ccc(C(F)(F)F)cc2)O1)NCCc1ccccc1 | -42 | 57&9 | 1.3 | ·
C[C@@H]1CN([C@H](C)CO)C(=O)c2cc(NC(=O)Cc3ccccc3)ccc2O[C@@H](C)CCCCO[C@H]1CN(C)C(=O)Cc1ccccc1 | -57 | 4 | 0.7 | -33
O=C(C[C@H]1C=C[C@H](NC(=O)C2CCC2)[C@@H](CO)O1)NCCCN1CCOCC1 | 13 | · | -1.6 | 35
O=C(C[C@@H]1C[C@H]2c3cc(NC(=O)C4CCOCC4)ccc3O[C@H]2[C@@H](CO)O1)NCc1cccnc1 | 22 | -3 | 0.2 | 31
CO[C@@H](CN(C)S(=O)(=O)c1ccc(F)cc1)[C@H](C)CN(Cc1ccccc1Cl)[C@@H](C)CO | -41 | · | -1.7 | 63
C[C@H](NC(=O)C[C@@H]1C=C[C@@H](NC(=O)Cc2ccccn2)[C@@H](CO)O1)c1ccccc1 | 7 | -2 | 0.2 | 41
C[C@@H]1CN([C@H](C)CO)C(=O)Cc2cc(NC(=O)Nc3ccc(F)cc3)ccc2O[C@H]1CN(C)S(=O)(=O)c1ccc(F)cc1 | -9 | 6 | -0.5 | 15
CCCC(=O)N1CCC2(CC1)CN(Cc1ccccc1F)[C@@H](CO)c1c2c2ccc(OC)cc2n1C | -83* | 5 | -4.3 | ·
COc1ccc2c3c([nH]c2c1)[C@@H](CO)N(C(=O)NC(C)C)CC31CN(C(=O)NC(C)C)C1 | 19 | -2 | -0.8 | ·
COc1ccc(CN(C)C[C@H]2OCCCC[C@H](C)Oc3ccc(NC(=O)NC4CCCCC4)cc3C(=O)N([C@H](C)CO)C[C@H]2C)cc1 | -53 | 1 | -0.6 | 56
C[C@H](CO)N1C[C@H](C)[C@@H](CN(C)C(=O)CN(C)C)Oc2ncc(C#CC(C)(C)O)cc2C1=O | 7 | 1 | 1.8 | -19

Rewritten tab-delimited: entries from further up
Compound	Pf Dd2 inh	C diff growth	GASC1 inh	Tcruzi prolif
CCCC(=O)N1CCC2(CC1)CN(Cc1ccccc1F)[C@@H](CO)c1c2c2ccc(OC)cc2n1C	-83*	5	-4.3	·
COc1ccc2c3c([nH]c2c1)[C@@H](CO)N(C(=O)NC(C)C)CC31CN(C(=O)NC(C)C)C1	19	-2	-0.8	·

Later entries.
SMILES | Pf Dd2 inh | C diff growth | GASC1 inh | Tcruzi prolif
CCCN(C)C[C@@H]1OCCCC[C@H](C)Oc2ccc(NC(=O)CCCN(C)C)cc2C(=O)N([C@@H](C)CO)C[C@@H]1C | -18 | -2 | 8.9 | ?
O=C(Nc1ccccc1)N1CCCCN2[C@@H](CO)[C@H](c3ccc(Br)cc3)[C@@H]2C1 | -27 | 28 | -0.8 | 36
CN(C)CC(=O)N1[C@H](C#N)[C@H](c2ccc(-c3cccc(C(=O)N(C)C)c3)cc2)[C@@H]1CO | 6 | -7 | 2.1 | 37
CNC[C@@H]1OCCCC[C@@H](C)Oc2ccc(N)cc2C(=O)N([C@H](C)CO)C[C@H]1C | 27 | -1 | -2.1 | 13
Cc1noc(C)c1NC(=O)N(C)C[C@@H]1OCCCC[C@H](C)Oc2ccc(NC(=O)Nc3ccc(C(F)(F)F)cc3)cc2C(=O)N([C@H](C)CO)C[C@@H]1C | 47 | 0 | -0.7 | 40
Cc1noc(C)c1NC(=O)Nc1ccc2c(c1)C(=O)N([C@@H](C)CO)C[C@@H](C)[C@@H](CN(C)S(=O)(=O)c1cccs1)O2 | 5 | · | 0.0 | -93
C[C@@H]1CN([C@@H](C)CO)C(=O)Cc2cc(NC(=O)Nc3cccc4ccccc34)ccc2O[C@@H]1CN(C)S(=O)(=O)c1cccs1 | 30 | 2 | -0.2 | 54
CC(C)NC(=O)N[C@@H]1C=C[C@H](CC(=O)O)O[C@@H]1CO | 17 | 1 | -0.1 | 6
COCC(=O)N1CC2(C1)[C@H](c1ccc(-c3ccc(C)cc3)cc1)[C@H](CO)N2C(C)=O | 2 | -14 | -1.1 | ·
COc1ccc(-c2ccccc2[C@H]2[C@@H](C#N)N(C(=O)NC3CCCC3)[C@H]2CO)cc1 | -94* | 4 | 1.1 | ·
COc1cccc(CN2CCC3(CC2)CN(C(=O)C2CC2)[C@H](CO)c2[nH]c4cc(OC)ccc4c23)c1 | -76 | 1 | -0.2 | ·
O=C(C1CCOCC1)N1CC(=O)N2[C@@H](CO)[C@H](c3ccc(C#CC4CCCC4)cc3)[C@@H]2C1 | -2 | -11 | 1.1 | ·
C[C@H]1CN([C@@H](C)CO)C(=O)c2cccc(NS(C)(=O)=O)c2O[C@@H]1CN(C)C(=O)Nc1ccc(C(F)(F)F)cc1 | 1 | 5 | 0.5 | ·
C[C@H](CO)N1C[C@H](C)[C@@H](CN(C)Cc2ccncc2)Oc2ncc(/C=C/c3ccccc3)cc2C1=O | -48 | 4 | 5.1 | 87
C[C@H](CO)N1C[C@H](C)[C@H](CN(C)S(=O)(=O)c2ccccc2)OCCCC[C@H](C)Oc2ccc(N(C)C)cc2C1=O | -38 | -5 | 1.2 | 34
CCCNC(=O)N[C@H]1C=C[C@@H](CC(=O)N2CCN(C)CC2)O[C@@H]1CO | -13 | · | 1.1 | 44
C/C=C/c1ccc([C@@H]2[C@@H](CO)N(CC3CCCC3)C23CN(S(=O)(=O)CC)C3)cc1 | -78 | 4 | 1.3 | ·
Cc1ccccc1-c1ccc2c(c1)O[C@H](CN(C)C(=O)C1CC1)[C@@H](C)CN([C@H](C)CO)S2(=O)=O | -7 | 0 | -3.7 | ·
CCCNC(=O)N[C@@H]1C=C[C@@H](CC(=O)NC2CCCCC2)O[C@@H]1CO | 1 | · | -0.9 | 80
C[C@H]1CN([C@@H](C)CO)C(=O)Cc2cc(NC(=O)C3CC3)ccc2O[C@H]1CN(C)Cc1ccncc1 | 11 | · | 1.4 | -3
Cc1ccc(S(=O)(=O)Nc2cccc3c2O[C@@H](CN(C)S(=O)(=O)c2ccc(C)cc2)[C@@H](C)CN([C@@H](C)CO)C3=O)cc1 | -8 | 13 | -1.8 | 20
O=C(Nc1ccccc1F)N1CC(=O)N2[C@H](C1)[C@@H](c1ccc(C#CC3CCCC3)cc1)[C@@H]2CO | -10 | -17 | 2.9 | ·
COC(=O)C[C@@H]1CC[C@H](NC(=O)c2ccccc2)[C@@H](CO)O1 | 28 | -1 | 0.4 | 11

Screens (PubChem)
